KDM5B inhibitor – Primary screen for KDM5B Histone Demethylases FDH-coupled qHTS. Lysine-specific demethylase 5B (Homo sapiens), Q9UGL1. KDM5B demethylase, FDH-coupled NADH fluorescence (FDH is formaldehyde dehydrogenase). Potency, µM (series often up to 57.7 µM), inactives show at the top dose activity change, negative = inhibition, most hits filed as inhibitors. hit rate 2.6% among 220,000; active = well fitted inhibition curve with a large enough effect; inconclusive = small, poorly fitted or top-dose-only effect; inactive = no such curve, though single readings can be large or run the other way; also: 0% is about no effect; nearly all actives have a fitted effect of over 70% in size
Target sequence (Q9UGL1 whole entry, looked up): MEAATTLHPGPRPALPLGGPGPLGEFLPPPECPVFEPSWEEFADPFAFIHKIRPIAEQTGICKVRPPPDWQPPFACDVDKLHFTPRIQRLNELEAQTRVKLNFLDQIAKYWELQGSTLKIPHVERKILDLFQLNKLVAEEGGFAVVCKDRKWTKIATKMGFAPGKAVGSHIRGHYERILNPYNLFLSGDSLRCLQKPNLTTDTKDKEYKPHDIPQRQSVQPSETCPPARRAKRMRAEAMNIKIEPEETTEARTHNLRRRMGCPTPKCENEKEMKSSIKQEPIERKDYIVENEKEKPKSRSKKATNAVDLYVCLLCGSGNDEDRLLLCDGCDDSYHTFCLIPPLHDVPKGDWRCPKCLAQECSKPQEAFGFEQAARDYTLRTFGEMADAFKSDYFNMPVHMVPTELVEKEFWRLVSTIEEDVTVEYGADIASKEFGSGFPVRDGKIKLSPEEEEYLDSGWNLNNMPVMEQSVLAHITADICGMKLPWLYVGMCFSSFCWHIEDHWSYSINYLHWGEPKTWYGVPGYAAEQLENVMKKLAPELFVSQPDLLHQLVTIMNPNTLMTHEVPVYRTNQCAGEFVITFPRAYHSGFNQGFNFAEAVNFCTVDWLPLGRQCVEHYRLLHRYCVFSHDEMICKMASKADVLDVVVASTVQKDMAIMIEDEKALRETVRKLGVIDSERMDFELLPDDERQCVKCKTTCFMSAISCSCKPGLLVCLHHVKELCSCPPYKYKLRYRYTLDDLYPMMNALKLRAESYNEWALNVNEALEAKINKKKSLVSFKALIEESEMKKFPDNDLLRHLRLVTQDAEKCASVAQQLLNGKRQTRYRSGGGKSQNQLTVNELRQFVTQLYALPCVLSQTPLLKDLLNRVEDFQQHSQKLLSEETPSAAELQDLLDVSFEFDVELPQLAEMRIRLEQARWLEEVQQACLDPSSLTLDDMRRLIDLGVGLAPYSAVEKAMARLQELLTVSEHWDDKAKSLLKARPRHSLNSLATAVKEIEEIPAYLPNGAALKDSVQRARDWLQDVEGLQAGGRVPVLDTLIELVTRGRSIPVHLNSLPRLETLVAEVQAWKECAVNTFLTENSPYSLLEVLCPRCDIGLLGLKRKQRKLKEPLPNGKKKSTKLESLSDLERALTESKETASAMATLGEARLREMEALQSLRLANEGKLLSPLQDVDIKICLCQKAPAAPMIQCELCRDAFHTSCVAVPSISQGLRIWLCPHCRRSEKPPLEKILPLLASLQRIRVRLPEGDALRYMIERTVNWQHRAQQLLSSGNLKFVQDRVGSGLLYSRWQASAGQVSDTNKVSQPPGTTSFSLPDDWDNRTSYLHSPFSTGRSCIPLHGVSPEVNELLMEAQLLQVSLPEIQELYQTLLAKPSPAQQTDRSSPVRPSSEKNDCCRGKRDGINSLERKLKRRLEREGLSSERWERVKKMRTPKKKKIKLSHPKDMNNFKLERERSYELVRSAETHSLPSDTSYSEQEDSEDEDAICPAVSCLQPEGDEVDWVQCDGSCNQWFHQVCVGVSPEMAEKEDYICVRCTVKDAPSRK
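Coupled FDH/NAD⁺ fluorescence readout. KDM5BΔAP 200 nM final; compound titration, 10 min RT preincubation; substrate mix 12.5 µM H3K4me3, 25 µM 2-OG, 50 µM Fe(II), 100 µM ascorbate, 0.25 mM NAD⁺, 0.25 U/mL FDH; ΔRFU over 30 min.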
Numbers without * were called inactive; i = inactive; ? = inconclusive; [ ] = remark or other dose. Potency is read from the fitted curve at half-maximal effect. An excerpt. The share of hits here may be higher or lower than overall.

entry | KDM5B inhibitor | Compound
1 | -5% | CCC(C)NC(=O)c1ccc2c(c1)CC(=O)N2Cc1ccccc1 (centres undefined)
2 | -9% | Nc1nc(COC(=O)c2ccc(Cl)cc2)nc2ccccc12
3 | -8% | CC1(NC(=O)Cc2ccc3ccccc3c2)CCCC1
4 | ? | COCCN1CCCN(C(=O)c2cccc(F)c2)c2ccccc21
5 | -24% | COc1ccc(N(Cc2cc3cc(OC)ccc3[nH]c2=O)C(=O)c2cccc(Cl)c2)cc1
6 | 21% | CC(C)c1nc(CCn2cc(-c3cncnc3)nn2)cs1
7 | ? | CN(C)c1ccc(-n2c(CCC(=O)O)ccc2-c2ccccc2)cc1
8 | 27% | CCCCOC(=O)N1CCOCCOCCOCC1
9 | 10% | CC(=O)Nc1ccc(NC(=O)CCc2ncc(-c3ccccc3Cl)o2)cc1
10 | 25µM* | OC1(CNc2cc(C(F)(F)F)nc(N3CCCC3)n2)CCCNCC1 (centres undefined)
11 | 1% | COC(=O)Cc1c(C)c2ccc(OCc3cccc(Cl)c3)c(C)c2oc1=O
12 | ? | O=C(Nc1ccc(OC(F)(F)F)cc1)C(Cc1ccccc1)NS(=O)(=O)c1cccc2nsnc12 (centres undefined)
13 | -2% | CCN(CC)CCNC(=O)c1sc2nc(C)cc(C)c2c1-n1cccc1
14 | -3% | CC(C)C(NC(=O)c1cn(C2CCC(N)CC2)nn1)c1nc(C2CC2)no1 (centres undefined)
15 | 13% | CC(=O)c1cccc(NC(=O)Nc2ccc3c(c2)OCO3)c1
16 | 0% | COc1ccc(OC)c(C2NC(=O)NC(C)=C2C(=O)Nc2cc(C)cc(C)c2)c1 (centres undefined)
17 | ? | CC1(C)CN(C(=O)c2cnc(N3CCOCC3)nc2)C[C@]1(C)O
18 | 0% | Cc1cc(Cl)c2oc(C(=O)NCCC3CCCCO3)c(C)c2c1 (centres undefined)
19 | -2% | CCC1(N2CCN(C(=O)c3ccccc3OC(F)(F)F)CC2)CCN(S(C)(=O)=O)C1 (centres undefined)
20 | 8% | O=[N+]([O-])c1ccc(/C=N/Nc2ccc(S(=O)(=O)Nc3cccc(Cl)c3)cc2[N+](=O)[O-])cc1
21 | 3% | Cc1ccc(-c2cnc(CCC(=O)N3CCCN(Cc4ccc(F)cc4)CC3)o2)cc1C
22 | 21% | Cc1ccc(CNC(=O)CSCc2nc(-c3cccc(C)c3)oc2C)cc1
23 | 18% | CCOc1cc(/C=C2/NC(=O)NC2=O)ccc1OCc1ccc(Cl)cc1Cl
24 | ? | CN(C)c1nccnc1OC1CCN(S(=O)(=O)Cc2ccccc2)C1 (centres undefined)
25 | 20% | Cc1cccc(N2CCN(c3nc4ccccc4c4nc(-c5cccnc5)nn34)CC2)c1C
26 | -15% | CN(C)S(=O)(=O)c1cccc(C(=O)Nc2cccc3ncccc23)c1
27 | -15% | CCN(Cc1ccccc1)C(=O)C1CCCCC(=O)N1C (centres undefined)
28 | 10% | CCC(=O)N1N=C(c2ccc(Cl)cc2)CC1c1ccco1 (centres undefined)
29 | -4% | Cn1c(=O)c2c(SCC(=O)NCc3ccco3)nc(-c3ccccc3F)nc2n(C)c1=O
30 | 1% | O=C(/C=C/c1ccccc1[N+](=O)[O-])OCc1ccccc1F
31 | -4% | CCOC(=O)COc1ccc2c(=O)c(Oc3ccccc3)c(C(F)(F)F)oc2c1
32 | 16% | CC(=O)c1sc(Nc2cccc(C)c2C)nc1C
33 | ? | N#CCCN1CCN(c2cc(C(=O)O)c3cc(NC(=O)C4CCCC4)ccc3n2)CC1
34 | -16% | COc1ccc(-c2noc(CC3CCN(C(=O)COc4cccc(C)c4)CC3)n2)cc1
35 | -6% | O=C(c1cccs1)N1CCC2(CC1)N=C(c1cccc(Br)c1)NO2
36 | 26% | CC(C)n1cc(CN2CCc3n[nH]c(=O)n3CC2)cn1
37 | -5% | Cc1ccc(SCc2cc(=O)[nH]c(Nc3nc(C)c4cccc(Cl)c4n3)n2)cc1
38 | -7% | O=C(c1ccc(CC2CCN(C(=O)C3CCCO3)CC2)cc1)N1CCOCC1 (centres undefined)
39 | 12% | CCc1ccccc1NC(=O)Cn1nnc(C(=O)Nc2ccc(C)c(F)c2)c1N
40 | -15% | Cc1cc(C)n(Cc2ccc(C(=O)NCC3Cn4cccc4C(=O)N3C)o2)n1 (centres undefined)
41 | -28% | Nc1ncc(S(=O)(=O)NCc2cccc(Cl)c2)cn1
42 | -25% | COc1ccccc1Nc1nn2c(=O)c3ccc(C(=O)N4CCCCC4)cc3nc2s1
43 | 11% | O=c1[nH]c(C2CCCN(Cc3cccnc3)C2)nn1-c1ccc(Cl)cc1 (centres undefined)
44 | 32µM* | O=C(c1cnc2ccccn2c1=O)N1CC(=O)N(C2CCCCC2)CC(OCc2ccccc2)C1 (centres undefined)
45 | -1% | COc1ccc(CC(=O)N2CCCC(c3ccc(C(=O)O)cc3)C2)c(OC)c1 (centres undefined)
46 | -20%[86.2 µM] | Cc1ccc(-c2nnc([C@H]3CCN(C(=O)c4ccccc4)C3)o2)cc1
47 | ? | COc1ccc(CCNC(=O)Cn2ccn3nc4c(c3c2=O)CCCCC4)cc1OC
48 | ? | O=C1NCCCCCN(CC2CCCCC2)[C@H]2CCC[C@@H]12
49 | i | Cc1ccccc1Nc1cc(C(=O)NCCc2ccc(Cl)cc2)c2ccccc2n1
50 | 0% | COc1ccc(NC(=O)C2=C(C)Nc3nc(SCc4ccccc4C)nn3C2c2cc(OC)c(O)c(OC)c2)cc1 (centres undefined)

Next structures
entry | KDM5B inhibitor | Compound
51 | -8% | CCc1ccc(CN2CCCC(c3nnc(Cn4ccnc4)n3C)C2)nc1 (centres undefined)
52 | 1% | Cc1cc(N2CCN(c3ccccc3)CC2)n2nc(-c3ccco3)nc2n1
53 | 1% | COc1ccc2oc(=O)c(-c3nc(-c4ccc(C)cc4)no3)cc2c1
54 | 24% | CC(C)=CC(=O)Nc1cccc2c1CCCC2
55 | 21% | O=C(CSc1nnc(C2CC2)n1C1CC1)c1ccc(F)c(F)c1
56 | ? | CCNc1ncnc2sc3c(c12)CCN(C(=O)c1ccncc1)C3
57 | ? | Cc1ccc(OCc2nc(C3CN(C(=O)c4cc5ccccc5[nH]4)C3)no2)cc1
58 | -7% | CCOC(=O)c1cccc(NC(=O)C2CCCN(S(=O)(=O)c3ccc4c(c3)oc(=O)n4C)C2)c1 (centres undefined)
59 | 11%[86.2 µM] | c1ccc(-c2cc(CC3(NCc4ccncc4)COC3)no2)cc1
60 | ? | COc1ccc(-c2ccc3c(N)c(C(=O)Nc4cccc(C)c4)sc3n2)cc1

A second format for two compounds above.
| entry | SMILES | KDM5B inhibitor |
| --- | --- | --- |
| 58 | CCOC(=O)c1cccc(NC(=O)C2CCCN(S(=O)(=O)c3ccc4c(c3)oc(=O)n4C)C2)c1 (centres undefined) | -7% |
| 59 | c1ccc(-c2cc(CC3(NCc4ccncc4)COC3)no2)cc1 | 11%[86.2 µM] |

Pulled one by one from the entries so far:
entry | KDM5B inhibitor | Compound
25 | 20% | Cc1cccc(N2CCN(c3nc4ccccc4c4nc(-c5cccnc5)nn34)CC2)c1C
30 | 1% | O=C(/C=C/c1ccccc1[N+](=O)[O-])OCc1ccccc1F
55 | 21% | O=C(CSc1nnc(C2CC2)n1C1CC1)c1ccc(F)c(F)c1
4 | ? | COCCN1CCCN(C(=O)c2cccc(F)c2)c2ccccc21
38 | -7% | O=C(c1ccc(CC2CCN(C(=O)C3CCCO3)CC2)cc1)N1CCOCC1 (centres undefined)
49 | i | Cc1ccccc1Nc1cc(C(=O)NCCc2ccc(Cl)cc2)c2ccccc2n1

A second format for some results above:
nr | SMILES | KDM5B inhibitor
30 | O=C(/C=C/c1ccccc1[N+](=O)[O-])OCc1ccccc1F | 1%
24 | CN(C)c1nccnc1OC1CCN(S(=O)(=O)Cc2ccccc2)C1 (centres undefined) | ?
57 | Cc1ccc(OCc2nc(C3CN(C(=O)c4cc5ccccc5[nH]4)C3)no2)cc1 | ?

Other entries follow.
entry | KDM5B inhibitor | Compound
61 | 15% | Cc1noc(C)c1CC(=O)N1CCC2(CC1)N(CC1CC1)C(=O)CS2=O (centres undefined)
62 | -15% | O=C(/C=C/c1ccc(F)cc1)c1ccc(-c2ccccc2)cc1
63 | ? | CN(C(=O)c1ccc2c(c1)OCO2)C1CCc2nn(CC3CC3)c(=O)n2CC1 (centres undefined)
64 | 24% | CCC(O)c1cc2n(n1)CCN(Cc1nccn1Cc1ccccc1)C2 (centres undefined)
65 | 7% | CCOC(=O)c1ccc(NC(=O)c2cc3c([nH]c2=O)CC(c2ccccc2)CC3=O)cc1 (centres undefined)
66 | -13% | CCCC(C)NC(=O)COC(=O)c1cccc(NS(C)(=O)=O)c1 (centres undefined)
67 | -4% | CCOc1ccc(-n2c(C)c(C(=O)O)c3cc(OC)ccc32)cc1
68 | 23% | C=CCNC(=O)CC12CC3CC(CC(C3)C1)C2
69 | -5% | NS(=O)(=O)c1ccc(O)cc1
70 | -3% | Cc1ccc(NC(=O)CSc2nnc(C)n2C2CC2)cc1S(=O)(=O)N1CCOCC1

Next section; the last 7 above are carried over.
entry | KDM5B inhibitor | Compound
64 | 24% | CCC(O)c1cc2n(n1)CCN(Cc1nccn1Cc1ccccc1)C2 (centres undefined)
65 | 7% | CCOC(=O)c1ccc(NC(=O)c2cc3c([nH]c2=O)CC(c2ccccc2)CC3=O)cc1 (centres undefined)
66 | -13% | CCCC(C)NC(=O)COC(=O)c1cccc(NS(C)(=O)=O)c1 (centres undefined)
67 | -4% | CCOc1ccc(-n2c(C)c(C(=O)O)c3cc(OC)ccc32)cc1
68 | 23% | C=CCNC(=O)CC12CC3CC(CC(C3)C1)C2
69 | -5% | NS(=O)(=O)c1ccc(O)cc1
70 | -3% | Cc1ccc(NC(=O)CSc2nnc(C)n2C2CC2)cc1S(=O)(=O)N1CCOCC1
71 | 20µM* | CC(=O)N1CCC(Cc2nc(-c3ccccc3)n[nH]2)CC1
72 | -50% | Cc1ccc(NC(=O)N2CCc3cc(S(=O)(=O)N4CCC(C)CC4)ccc32)cc1
73 | 2% | CCCCCOC(=O)CSc1ncnc2c1sc1nc(N3CCOCC3)c3c(c12)CCCC3
74 | -12% | Cc1cc(C)cc(OCCn2cnc3c2c(=O)n(C)c(=O)n3C)c1
75 | 5%[11.5 µM] | Cc1ccc2c(=O)cc(C(=O)Nc3c(C)cccc3C)oc2c1
76 | -16% | Cc1cnc(CC2CCN(C(=O)NC(C)C)C2)n1C(C)C (centres undefined)
77 | 23%[115 µM] | O=C(NCc1nnc2n1C(C(=O)N1CCOCC1)CC2)c1cccnc1 (centres undefined)
78 | 0%[86.2 µM] | COCCN1C(=O)[C@@H]2C[C@@H](CN2Cc2cccc(OC)c2)Oc2ccccc21
79 | -11% | Cc1nc2cc(-c3ccc(Cl)cc3)nn2c(C)c1CCC(=O)N1CCN(c2ccccc2)CC1
80 | ? | COc1ccccc1-c1nnc2n(CCc3ccccc3)c(=O)c3ccccc3n12
81 | 14% | COc1ccc(OCC(=O)Nc2c(C)ccc3nsnc23)cc1
82 | ? | CCOc1ccc(C(=O)Nc2ccc3nc(SCC(=O)N4CCOCC4)sc3c2)cc1
83 | ? | CCOc1ccccc1CN1CCC2(CCN(C(=O)Cc3ccccn3)CC2)Oc2ccccc21
84 | -11% | Nc1nc(COC(=O)c2ccc(CO)cc2)nc2ccccc12
85 | -5% | O=C(COc1ccccc1)N1CCN(C(=O)c2nnn3c2COC(c2ccccc2)C3)CC1 (centres undefined)
86 | -1% | CSc1ccccc1-c1nc(-c2ccncc2)no1
87 | -3% | CC(C)c1ccc(NC(=O)/C=C/c2ccccc2F)cc1
88 | -8% | CC(=O)c1cnc(N2CC(C)CC(C)C2)nc1C (centres undefined)
89 | -30% | COc1ccccc1CCC(=O)Nc1cccn2nc(C(C)C)nc12
90 | -2% | c1ccc(CSc2nnc3ccc(-c4cccs4)nn23)nc1

Bioassay records deposited in PubChem by National Center for Advancing Translational Sciences (NCATS).
